BCR signal inh – blocks chronic active B-cell receptor signaling; ABC-DLBCL IkBa-CBG/CBR reporter, luminescence ratio, 4 h; Potency, µM (highest dose often 46.1 µM), inactives show top-dose ratio change, negative = lower green/red ratio, usual class: inhibitors; 340,000 tested, 0.05% active; AID 493014; active = well fitted inhibition curve with a large enough effect in the signal ratio, with a control signal flat, not every such curve was filed as active; inconclusive = small, poorly fitted or top-dose-only effect, or effect the other way, or a change in a side signal; the % refers to the signal ratio;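 note: potency is the fitted concentration of half-maximal effect; plate controls were basal doxycycline-induced cells for no effect and cells given 10 µM MG132 for full effect; MG132 reads +100%, hits lower the ratio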
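Doxycycline induced both beetle luciferases in TMD8 lymphoma cells; IKK-driven degradation limits the IkappaBalpha-fused green signal, while red luminescence normalises for cell number and nonspecific effects. Compounds tested up to 46 uM, 4 hrs.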
PTAP TSG101 blk – blocks PTAP/TSG101 interaction to inhibit HIV-1 budding; Fluorescence polarization, FITC-PTAP peptide / Tsg101 binding; Potency, µM (top dose mostly 115 µM), for the others: at the top dose activity change, negative = inhibition, actives largely listed as inhibitors; 340,000 tested, under 10 active; AID 493005; active = well fitted inhibition curve with a large enough effect in the main read-out, with a control signal flat, not every such curve was filed as active; inconclusive = small, poorly fitted or top-dose-only effect, or effect the other way, or a change in a side signal; inactive = no such curve, though single readings can be large or run the other way; note: potency is the fitted concentration of half-maximal effect; % of control where 0% means no effect
Target sequence (Q99816 whole entry, looked up): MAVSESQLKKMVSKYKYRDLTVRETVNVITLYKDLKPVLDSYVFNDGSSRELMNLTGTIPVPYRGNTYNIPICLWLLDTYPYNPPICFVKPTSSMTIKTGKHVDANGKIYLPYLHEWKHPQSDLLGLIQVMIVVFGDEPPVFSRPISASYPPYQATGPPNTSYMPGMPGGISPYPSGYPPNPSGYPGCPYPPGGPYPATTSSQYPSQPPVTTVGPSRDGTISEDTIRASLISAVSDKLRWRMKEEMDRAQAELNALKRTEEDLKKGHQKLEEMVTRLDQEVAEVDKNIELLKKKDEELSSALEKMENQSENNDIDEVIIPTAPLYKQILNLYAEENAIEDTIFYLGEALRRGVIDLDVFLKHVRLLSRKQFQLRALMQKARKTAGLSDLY
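Fluorescence anisotropy tracks displacement of a FITC-tagged PTAP peptide (50 nM) from the Tsg101 binding domain (10 uM), following a 20 min room-temperature incubation at pH 7.5.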
TSHR antagonist – blocks TSH signaling through the human TSH receptor; P16473; 330,000 tested, 0.2% active; activity change, negative = inhibition, % at 11.5 µM; AID 504810; TSHR-expressing cells, TSH-stimulated cAMP HTRF, 2 h; hits give low values;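 active = activity change below a set negative limit, meaning inhibition stronger than a set level, cut at about -70% in these data; inconclusive = activity change between two set negative limits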; note: % is set by controls: 0 for no effect and ±100 for the full control effect
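Freshly harvested TSHR cells receive pin-tooled compound, then EC80 TSH at 4nM final. After 2 hours at 37 deg C, antibody in lysis buffer and cAMP-d2 are added; 30 minutes at ambient temperature precede the HTRF read.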
TCR activator – activates T cell receptor signaling; primary human leukocytes, anti-CD3, IL-2 HTRF, 48 h; Potency, µM (top dose mostly 9.22 µM), for the others: top-dose activation of IL-2 secretion, usual class: activators; 330,000 tested, under 10 active; note: % of control where 0% means no effect
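1) Mix primary human leukocytes, a-CD3 beads and compound. 2) Incubate 48 hr. 3) Add HTRF IL-2 reagents (a-IL-2-K, a-IL-2-d2).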
ASM inhibitor – human S-ASM enzyme inhibition | P17405 | placental ASM, HMU-PC fluorogenic substrate, 60 min | Potency, µM (doses to about 57.5 µM), inactives show top-dose activity change, negative = inhibition, usual class: inhibitors | 340,000 tested, 0.006% active; note: potency is the fitted concentration of half-maximal effect
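HMU-PC0 cleavage (9 uM final) by human placental ASM, 60 min at 37 °C following 10 min compound exposure at RT; stopped at pH 10, fluorescence Ex 386/Em 447 nm.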
Eya2 inh – inhibitors of human Eya2 phosphatase activity. recombinant Eya2, OMFP fluorescence dephosphorylation (OMFP is methylfluorescein phosphate). Potency, µM (series often up to 76.9 µM), inactives show at the highest dose activity, negative = inhibition, usual class: inhibitors. 330,000 tested, 0.006% active. AID 488837; note: potency is the fitted concentration of half-maximal effect; % is set by controls: 0 for no effect and ±100 for the full control effect
Target sequence (O00167 whole entry, looked up): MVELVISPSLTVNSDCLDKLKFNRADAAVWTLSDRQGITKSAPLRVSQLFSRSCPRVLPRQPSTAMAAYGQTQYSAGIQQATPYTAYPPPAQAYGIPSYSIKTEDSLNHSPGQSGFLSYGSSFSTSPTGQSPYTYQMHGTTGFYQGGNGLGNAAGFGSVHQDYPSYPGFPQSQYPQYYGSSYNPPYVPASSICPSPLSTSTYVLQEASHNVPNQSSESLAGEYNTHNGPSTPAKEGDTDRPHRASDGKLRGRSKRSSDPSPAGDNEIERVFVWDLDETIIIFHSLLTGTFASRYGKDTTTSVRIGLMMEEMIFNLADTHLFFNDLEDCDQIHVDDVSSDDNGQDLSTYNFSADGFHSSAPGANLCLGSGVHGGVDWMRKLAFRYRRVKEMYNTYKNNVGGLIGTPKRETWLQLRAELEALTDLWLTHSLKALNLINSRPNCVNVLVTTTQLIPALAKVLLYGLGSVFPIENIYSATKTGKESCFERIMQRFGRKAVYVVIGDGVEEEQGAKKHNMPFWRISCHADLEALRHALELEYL
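Eya2 (0.2 uM) preincubated 10 min at ambient with compound, then OMFP substrate added at 50 uM; 10 min reaction in 50 mM HEPES pH 7.5, 50 mM NaCl, 5 uM MgCl2, 0.05% BSA, 1 mM DTT. Fluorescence read at Ex 485/Em 525 nm.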
Mito fusion yeast – blocks mitochondrial division or promotes mitochondrial fusion. S. cerevisiae fusion-defective mutant growth rescue, CellTiterGlo 48 h. 320,000 tested, 0.23% active. Potency, µM (doses to about 46.1 µM), for the others: at the top dose growth rescue (activation), usual class: activators;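 note: potency is the fitted concentration of half-maximal effect; % of control where 0% means no effect; nearly all actives have a fitted effect of over 45% in size; temperature-sensitive fusion mutants such as fzo1-1 at 37 °C on non-fermentable ethanol glycerol medium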
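Compounds are tested for their ability to restore growth of mitochondrial fusion-defective yeast strains at non-permissive 37C in YPEG medium over 48 hours. Viability is quantified by luciferase luminescence.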
a7 integrin act – activates integrin-mediated alleviation for muscular dystrophy | 350,000 tested, 0.064% active | Potency, µM (doses to about 38.3 µM), for the others: at the highest dose activation, usual class: activators | alpha7betagal myoblasts, beta-gal FDG fluorescence, 48 h;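 note: potency is the fitted concentration of half-maximal effect; 100% = response of the positive control SU9516; nearly all actives have a fitted effect of over 60% in size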
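Alpha7betagal+/- myoblasts (passage 13) were plated 16-24 hr, then exposed to compounds (1:260 dilution of DMSO stock) for 48 hours at 37C. After MPER lysis, β-galactosidase reporter activity was read as FDG fluorescence (ex 480/em 540) after 30 minutes.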
A-T KAP1 phos – candidate therapy for ataxia-telangiectasia; […] A-T fibroblasts, KAP-1 phosphorylation AlphaLISA; neocarzinostatin DNA damage 30 min before lysis; Potency, µM (doses to about 57.5 µM), without a hit: at the top dose activation, most hits filed as activators; 320,000 tested, 0.19% active; AID 485349; note: potency is the fitted concentration of half-maximal effect; % of control where 0% means no effect; nearly all actives have a fitted effect of over 45% in size
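ATM-like activity read as KAP-1 phosphorylation via AlphaLISA donor/acceptor antibody pairs after lysis and 6 hr at 25C. Cells were ATM-null patient fibroblasts ([…], hTERT), dosed 60 min, then exposed to the DSB inducer NCS for 30 min.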
Tb PFK block – inhibitors of T. brucei phosphofructokinase. O15648. T. brucei PFK, ADP-Glo luminescence. Potency, µM (highest dose often 57.5 µM), for inactives: top-dose activity, negative = inhibition, usual class: inhibitors. 330,000 tested, 0.17% active. AID 485367;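 note: potency is the fitted concentration of half-maximal effect; 0% = uninhibited 1x PFK enzyme wells and -100% = no-enzyme wells; nearly all actives have a fitted effect of over 60% in size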
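ADP-Glo luminescence quantified ADP after 45 min at room temperature, with 1.25 nM T. brucei PFK, 0.1 mM ATP and 0.5 mM fructose-6-phosphate in pH 8.0 TEA buffer. qHTS titrations up to 57 µM; curves classified by quality.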
ELG1 DNA repair – blocks ELG1-dependent DNA repair in HEK293T cells | Potency, µM (highest dose often 46.1 µM), inactives show at the top dose activity change, negative = inhibition, actives largely listed as inhibitors | 330,000 tested, 2.3% active | HEK293T ELG1-luciferase reporter, luminescence, 16 h; DNA damage induced by 5-fluorouridine | AID 504467; note: potency is the fitted concentration of half-maximal effect; % is set by controls: 0 for no effect and ±100 for the full control effect; nearly all actives have a fitted effect of over 55% in size
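5-Fluorouridine DNA damage + compound/DMSO, 2,000 cells/well, 16 h, 37 °C/5% CO2. ONE-Glo, 30 min RT, luminescence. Readout = decrease in reporter signal.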
* = called active by the depositor; ? = inconclusive; . = no result given; [ ] = remark or other dose. Unless noted, calls come from the whole dose curve; as a rule, active = well fitted curve in the direction sought with a large enough effect; inconclusive = small, poorly fitted or top-dose-only effect, or another doubt; inactive = no such curve, though single readings can be large; an effect the other way counts as inactive or inconclusive.

SMILES	BCR signal inh	PTAP TSG101 blk	TSHR antagonist	TCR activator	ASM inhibitor	Eya2 inh	Mito fusion yeast	a7 integrin act	A-T KAP1 phos	Tb PFK block	ELG1 DNA repair
COc1cccc2cc(C(=O)N3CCC(C)CC3)c(=O)oc12	-1%	-1%	13	-4%	1%	-10%	2%	0%	9%	-9%	14%
CC1Cc2cc(S(=O)(=O)N3CCC(C(=O)NCc4ccco4)CC3)ccc2N1C(=O)C1CCC1 (configuration not stated)	3%	-2%	-9	-2%	0%	-11%	-1%	-16%	8%	-4%	-24%
COc1ccc(CNC(=O)Cn2ccc3cc(S(=O)(=O)N4CCCC4)ccc32)cc1OC	4%	-6%	-8	-7%	4%	12%	0%	?	0%	0%	6%
COc1cc2oc(=O)cc(-c3ccc(-c4ccc(O)cc4)cc3)c2c(OC)c1OC	?	-4%	-29	1%[46.1 µM]	-5%	-14%	.	16%	-20%	2%	?
CCc1cc(=O)oc2c3c(cc(OCC(=O)NCc4ccncc4)c12)OC(C)(C)CC3	20%	-1%	-11	4%	18%	-1%	-2%	-9%	-3%	0%	-6%
CC1(C)C[C@H](O)[C@]2(CO)[C@H](O)C[C@]3(C)C(=CCC4[C@@]5(C)CC[C@H](O)C(C)(C)C5CC[C@]43C)[C@@H]2C1 (some centres not stated)	-4%	4%	0	-5%	-4%	19%	.	-10%	2%	-2%	17%
COC(=O)C1CCN(c2ccc([N+](=O)[O-])cc2)CC1	-1%	-5%	3	7%	-4%	5%	-2%	-39%	-5%	-2%	0%
CCOC(=O)N1CCN(C(=S)NC(=O)/C=C/c2ccc(C)cc2)CC1	6%	0%	-4	1%	-1%	-4%	-9%	?	5%	0%	0%
CC(C)(C)OC(=O)C[C@H]1C/C=C\C[C@H](CC(=O)N[C@H](CO)Cc2ccccc2)C(=O)N[C@H](C(C)(C)C)COC1=O	?	-9%	2	4%	-1%	4%	.	-16%	-4%	-1%	-23%
Cc1ccc(NS(=O)(=O)c2cc(-c3cc(C)no3)ccc2C(C)C)nc1	-13%	-2%	-8	-8%	0%	-23%	3%	21%	0%	5%	-1%
O=C1CCc2cc(S(=O)(=O)Nc3ccc(F)cc3)cc3c2N1CC3	-2%	-5%	7	-5%	-4%	2%	7%	21%	-2%	-8%	?
CCOc1ccccc1NC(=O)/C(C#N)=C/c1c(C)nn(-c2ccccc2)c1Cl	-5%	-1%	-7	6%[46.1 µM]	-3%	-1%	2%	-10%	6%	-1%	-19%
O=C(NCCc1c[nH]c2ccccc12)/C(=C\c1cccnc1)NC(=O)c1ccccc1Br	-10%	-5%	-1	1%	7%	11%	2%	10%	-2%	-7%	?
O=C(CSCc1ccco1)NC1CCCC1	-5%	-1%	4	1%[46.1 µM]	0%	10%	0%	-23%	-7%	1%	?
O=C(COc1ncnc2ccc(Br)cc12)Nc1ccc(N2CCOCC2)cc1	0%	-8%	-7	-2%	0%	5%	-1%	-10%	2%	-3%	0%
CCOC(=O)N1CCN(C(=O)c2ccc(CS(=O)(=O)c3c(Cl)cccc3Cl)o2)CC1	?	-2%	2	-2%	-1%	-12%	2%	5%	-3%	-4%	1%
COc1cc(C2C3C(C)N(C)C(=O)N(C)C3N(C)C(=O)N2C)ccc1O (configuration not stated)	2%	-6%	4	0%	0%	-5%	-5%	4%	-3%	-3%	4%
O=C(Cn1nc2n(c1=O)-c1ccccc1SC2)N/N=C/c1ccncc1	?	-1%	3	2%	7%	-7%	-2%	6%	-8%	2%	1%
CCOc1ccc(-c2nc(CSCC(=O)NC3CC3)c(C)o2)cc1	-9%	-1%	-20	-2%	0%	2%	-2%	-8%	1%	1%	14%
COc1ccc(/C=C(/NC(=O)c2ccccc2Cl)C(=O)O)cc1	8%	-5%	-3	9%	10%	-1%	-2%	9%	-1%	-2%	6%
CCC(C(=O)OCC(=O)Nc1ccc(SC(F)F)cc1)c1ccccc1 (configuration not stated)	12%	2%	-11	-1%[46.1 µM]	-3%	-9%	1%	-24%	5%	-3%	8%
O=C(COc1ccccc1[N+](=O)[O-])N1CCC(Cc2ccccc2)CC1	?	1%	2	-5%	0%	-16%	?	-26%	4%	0%	-13%
Cc1ccc(CS(=O)Cc2ccc(C(=O)NC3CCCCC3)o2)cc1 (configuration not stated)	-2%	-4%	10	0%	-3%	-5%	-2%	-9%	-2%	0%	4%
CCOc1ccc2nc(NC(=O)C3CCN(S(=O)(=O)c4cnc[nH]4)CC3)sc2c1	-19%	-5%	1	4%	-17%	-1%	3%	17%	7%	-2%	?
COc1ccc(N(C)S(=O)(=O)c2cccc(C(=O)Nc3cc(OC)ccc3OC)c2)cc1	?	1%	-27	0%	-5%	3%	9%	10%	4%	1%	?
CCOC(=O)C1CCCCN1C(=O)/C(=C/c1ccc(OC)cc1)c1ccc(OC)c(OC)c1 (configuration not stated)	-4%	-1%	11	4%	-2%	-3%	.	-18%	4%	1%	18µM*
COc1ccc(CNC(=O)Cc2ccc(OC)c(S(=O)(=O)N3CCOCC3)c2)cc1	0%	1%	-4	7%	-1%	-5%	4%	-29%	5%	0%	-7%
CC1CC(=O)C2=C(C1)Nc1ccccc1N=C2 (configuration not stated)	17%	-5%	-1	.	-1%	7%	-2%	-13%[7.66 µM]	3%	8%	-18%
CCc1ccc(Nc2cc(C)nc3nc(C)nn23)cc1	-1%	-4%	6	-2%	-6%	6%	2%	21%	-22%	-8%	-4%
COc1ccccc1NS(=O)(=O)c1ccc(C)c(NC(=O)c2c(C)noc2C)c1	-1%	-10%	-8	-8%	1%	4%	3%	?	-4%	-3%	28%
CC(C)c1ccc(OCC(=O)Nc2cccc3c2CCCC3)cc1	12%	-2%	?	2%	-7%	-2%	1%	7%	?	12%	?
CCOC(=O)C1C(=O)OC(C)(C)C1C(C)C(=O)c1ccc(C)cc1 (configuration not stated)	?	-4%	2	-5%	-2%	-23%	-5%	2%	4%	0%	-7%
O=C(Nc1cccc2ccccc12)NC1Cc2ccccc2C1	2%	-1%	-7	6%	6%	-9%	1%	-7%	17%	-2%	25%
CC(C)On1c(SCC(=O)N(C)C)nc2ccccc2c1=O	-2%	-7%	-4	-3%	2%	?	1%	-12%	-5%	1%	-1%
Cn1nnc(NC(=S)NC(=O)c2ccccc2)n1	?	-5%	-1	-2%	-1%	-3%	4%	35%	3%	1%	?
COc1ccc(C(=O)C2CCCN(C(=O)c3cc4nc(C)cc(C)n4n3)C2)cc1F (configuration not stated)	?	-4%	-9	-6%	0%	8%	-5%	-18%	1%	5%	-1%
COc1ccc(CNC(=O)CSc2nnc(NC(=O)C3CC3)s2)cc1	-4%	-3%	4	-11%	-1%	2%	0%	4%	-2%	-3%	-1%
CCCCn1c(C)cc(/C=C(\C#N)C(=O)O)c1C	11%	-1%	2	2%[46.1 µM]	2%	-3%	1%	22%	3%	-5%	3%
CNC(=O)N(C1=NCCCCC1)c1ccc(Br)cc1	-1%	-4%	6	1%[46.1 µM]	-3%	5%	10%	-19%	-1%	-2%	?
COc1ccc(N2CCN(C(=O)COc3ccc4c(C)c(C)c(=O)oc4c3C)CC2)cc1	0%	-2%	-12	-5%	-2%	-1%	-1%	6%	7%	-5%	7%
CC(O)CNc1nc2c(c(=O)n(Cc3cccc(Cl)c3)c(=O)n2C)n1C (configuration not stated)	1%	1%	1	1%	-3%	1%	3%	5%	12%	0%	-14%
CC1CC(C)CN(C(=O)COC(=O)CNS(=O)(=O)/C=C/c2ccccc2)C1 (configuration not stated)	10%	-1%	-10	7%	-3%	0%	2%	2%	10%	-2%	9%
CCOC(=O)/C(=N\Nc1cc(Cl)ccc1Cl)N1CCN(C)CC1	-5%	0%	-5	2%[46.1 µM]	-1%	3%	-7%	-17%	17%	7%	-29%

Screening results (PubChem BioAssay)
